Bioassay records from PubChem BioAssay.
Dicer inh = human Dicer pre-microRNA cleavage inhibition; Q9UPY3; cat-ELCCA pre-miR-21 Dicer processing, chemiluminescence; active compounds read high; z-score at 25 µM; 47,000 tested, 6% active; AID 1347074; in the data active = z-score above about 3, passing the limit was not always enough;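 also: plate controls were vehicle for no effect and no enzyme for full effect; higher signal means more uncleaved substrate so more Dicer inhibition; strong numbers were not always called active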
The depositor's hits bear a star. This is a subset; the hit share may differ from the screen's.

SMILES	Dicer inh
N#Cc1cnn(-c2ccc(F)c(Cl)c2)c1N	-1.2
CCOC(=O)c1cnc2c(F)cc(F)cc2c1N1CCOCC1	-0.1
NC(=O)Cn1cc(C(=O)c2ccco2)c2ccccc21	-0.25
O=C(Nc1ccc(Cl)cc1)O/N=C/c1ccn(-c2ccccc2)n1	2.3
CC(C)(C)C(=O)NC(=O)Nc1cc(C(F)(F)F)cc(C(F)(F)F)c1	1.8
OCCSCCc1ccncc1	-0.59
CC(CC(=O)O/N=C/c1c(Cl)cccc1Cl)S(=O)(=O)c1ccc(Cl)cc1 (stereo not drawn)	0.61
CCOc1ccccc1C1Nc2ccccc2NC2=C1C(=O)CC(c1ccc3c(c1)OCO3)C2 (stereo not drawn)	1.3
CCOC(=O)c1c(C)n(C)c2ccc(OCC(O)CNC3CCCC3)cc12 (stereo not drawn)	-0.1
O=C1CSCC(=O)N1c1csc(C(F)(F)F)c1-c1ccccc1	1.5
COC(=O)c1sc(N2C(=O)c3oc4cc(C)c(C)cc4c(=O)c3C2c2ccc(F)cc2)nc1C (stereo not drawn)	1.6
Cn1c(=O)c2c(nc(OC/C=C/c3ccccc3)n2Cc2ccc(Cl)c(Cl)c2)n(C)c1=O	0.02
NN/C(=N\S(=O)(=O)c1ccc(-n2nc(C(F)(F)F)cc2-c2cccs2)cc1)N1CCCC1	-1.8
COc1ccc(C2CC(=O)C3=C(C2)NC(C)=C(C#N)C3c2ccc(Br)cc2)cc1 (stereo not drawn)	0.83
CC(C)(C)C(=O)O/N=C(\N)Cc1cccc2ccccc12	-1.2
Cc1cc(C)nc(N/C=C(\C#N)S(=O)(=O)c2ccccn2)n1	-0.4
Cc1ccc(N(C(=O)Nc2c(-c3c(Cl)cccc3Cl)noc2C)S(C)=O)cc1 (stereo not drawn)	-3.8
CCCc1cc(=O)[nH]c(SCC(=O)N2CCN(C(=O)c3ccc(C)cc3)C2)n1	-1.3
CC(C)(C)C(=O)Cn1nnc(-c2cc(C(F)(F)F)cc(C(F)(F)F)c2)n1	11
COc1ccc(COC(=O)C2=C(C)NC3=C(C(=O)CC(C)(C)C3)C2c2cccs2)cc1 (stereo not drawn)	0.44
O=c1[nH]c2ccccc2nc1-c1ccc(Br)s1	0.02
COC(=O)c1cccc2cccc(-c3cccc4cccc(C(=O)OC)c34)c12	-0.91
O=S(=O)(c1ccc(Br)cc1)c1cccc(S(=O)(=O)N2CCCCC2)c1	2.7
COc1ccc(/C=C2N=C(/C=C/c3ccccc3)OC/2=O)cc1	4.4*
CC(C)C12CN3CC(C(C)C)(CN(C1)C3c1ccc([N+](=O)[O-])o1)C2=O (stereo not drawn)	1.7
SMILES	Dicer inh
COc1ccc(OC(=O)c2ccc3nsnc3c2)cc1	-1.4
O=C(OCc1ccc(Cl)cc1)c1cnc(Sc2ccc(Cl)cc2)nc1C(F)(F)F	-4
Cc1nnc(SCc2cc(=O)c3c(=O)n(-c4ccccc4)[nH]c3[nH]2)s1	-0.88
COC(=O)C(Cc1c[nH]c2ccccc12)NC(=O)OC(C)(C)C (stereo not drawn)	-0.07
OC(CNCCNc1ccc(C(F)(F)F)cn1)COc1ccccc1 (stereo not drawn)	-0.99
CCOc1cc(-n2c(C)ccc2C)c(OCC)cc1N1CCOCC1	-2.1
Cc1nc2ccc(NC(=O)c3ccccc3C)cc2o1	-1.3
Ic1ccc(I)s1	0.2
Cc1cccc(C)c1OCc1nc2c3cnn(-c4ccccc4)c3ncn2n1	-0.91
CC1(C)CC(OC(=O)CCCCC(=O)OC2CC(C)(C)NC(C)(C)C2)CC(C)(C)N1	-0.77
CSc1ccccc1NC(=O)c1cc2n(n1)C(C(F)(F)F)CC(c1ccco1)N2 (stereo not drawn)	-0.22
Nc1ccc(S(=O)(=O)Nc2nccs2)cc1	-0.1
CSc1nc(C)nc(N/C=C(\C#N)C(=O)c2ccccc2Cl)n1	-0.58
CCOc1c(C(C)=O)c(=O)[nH]c2scc(C)c12	-0.68
Cn1ccc(NC(=O)NC(=O)c2c(Cl)cccc2Cl)n1	-1.7
CSC1=NCCN1S(=O)(=O)c1ccc(Cl)cc1	0.61
c1ccc(CN2CCC(Nc3ncnc4scc(-c5ccccc5)c34)CC2)cc1	-1.1
CCCC(=O)N(c1ccc2oc(=O)sc2c1)S(=O)(=O)c1ccc(OC)c(OC)c1	4.2*
Cc1ccc2c(C)nc(Nc3nc4c(c(=O)[nH]3)CCCC4)nc2c1	0.79
Cn1c(=O)[nH]c(=O)c2c1nc(N)n2Cc1ccccc1	1.5
COc1ccc(CCN2CN=C(Nc3nc4ccccc4s3)NC2)cc1OC	-0.13
CCC(=O)c1ccc(-c2ccccc2F)cc1	1.6
CC(c1ccccc1)n1c(NCCCn2ccnc2)nc2c1c(=O)[nH]c(=O)n2C (stereo not drawn)	1.4
Cc1ccc(Oc2ncccc2NC(=O)CN2CCN(c3ccc([N+](=O)[O-])cn3)CC2)c2c1CCC2	0.15
O=[N+]([O-])c1ccc2c(c1)S(=O)(=O)CC2Sc1cccs1 (stereo not drawn)	-2
SMILES	Dicer inh
O=C(O)C1C2C=CC(O2)C1C(=O)NCc1ccncc1 (stereo not drawn)	-0.98
O=C(/C=C/Sc1cc(Cl)ccc1Cl)c1ccc(F)cc1	-0.92
Cc1onc(-c2c(F)cccc2Cl)c1C(=O)NC(=S)NC1CC(C)CC(C)(C)C1 (stereo not drawn)	-0.27
COC(=O)c1ccc(Cl)cc1N(CCCC#N)S(=O)(=O)c1ccc(Cl)cc1	0.92
O=C(c1cccs1)n1cc2c(n1)-c1cc(Cl)ccc1SC2	1.4
CCn1c(C)nc2cc(CO)ccc21	-1.7
COC(=O)c1cnn(-c2ccc(F)cc2F)c1C(OC)OC	-2.9
C=CCc1ccccc1OCC(O)CN1CCCCC1 (stereo not drawn)	1.4
O=C1NC(c2ccccc2)=N/C1=C/c1ccccc1Cl	-0.74
Cc1nc2ccccc2c2c1C(=O)NC2=O	1.2
NC(=O)c1c(NC(=O)c2ccc(Cn3cc(Cl)cn3)o2)sc2c1CCCCCC2	0.3
NC(=O)CSc1nc(SCC(N)=O)c2c3c(sc2n1)CCC3	0.62
COC(=O)c1cccc(C(=O)OC)n1	-0.58
COc1ccc(OC)c(Sc2ncccc2C(=O)O)c1	-1.1
O=C1CSC(c2ccc(C(F)(F)F)cc2)N1CCN1C(=O)CSC1c1ccc(C(F)(F)F)cc1 (stereo not drawn)	0.64
Cn1c(-c2c(CCC(=O)O)oc3cc(O)ccc3c2=O)nc2ccccc21	1.3
CN(NC(=O)c1ccccc1)c1ncc(Cl)cc1C(F)(F)F	0.09
COc1ccccc1C(=O)CC1(O)C(=O)Nc2ccccc21 (stereo not drawn)	-0.25
Cc1ccccc1-n1cc(-c2ccc(Br)cc2)[nH]c1=S	0.87
S=c1[nH]nc(CSCCOc2ccc(Cl)cc2Cl)o1	-0.46
Cc1cc(Cl)ccc1OC(C)c1nc(-c2ccc(-n3cccc3)cc2)no1 (stereo not drawn)	2.9
CCc1sc(-c2c(C#N)c(N)nc3c2CCCC3)cc1[N+](=O)[O-]	-0.69
CCCCc1nc2ccccc2n1C(C)C(=O)O (stereo not drawn)	-1.5
Cc1sc2nc(C)n(N)c(=O)c2c1C	0.12
COc1ccc(C(=O)c2c(NC(C)=O)sc3c2CCN(C(=O)OC(C)(C)C)C3)cc1	-1.6
SMILES	Dicer inh
NS(=O)(=O)c1ccc2c(c1)C(=O)c1cc(S(N)(=O)=O)ccc1-2	-0.51
CC(Oc1ccccc1)C(=O)NC1C(=O)N2C1SC(C)(C)C2C(=O)O (stereo not drawn)	-1.3
COc1ccc2nc(Sc3c(-c4ccccc4)c4ccccc4[nH]c3=O)[nH]c2c1	-2.1
O=[N+]([O-])c1ccc(/C=N/Nc2nccc(-c3cccnc3)n2)cc1	0.3
Cc1cccc(C(=O)Oc2c(Br)cc(C(F)(F)F)cc2[N+](=O)[O-])c1	-0.04
Cc1ccc(S(=O)(=O)N(c2cc(C)nn2C)S(=O)(=O)c2ccc(C)cc2)cc1	-2.3
COC(=O)C1=C(C)NC2=C(C(=O)c3ccccc32)C1c1ccc(OC)c(Cl)c1 (stereo not drawn)	-1.5
CSc1n[nH]c(NS(=O)(=O)c2ccc(Cl)cc2)c1-c1ccccn1	2.3
COc1ccc(C(Nc2ccccn2)c2c(O)ccc3ncccc23)cc1 (stereo not drawn)	-0.1
COc1ccc(Nc2ncnc3c2nnn3Cc2ccccc2Cl)c(OC)c1	0.62
CCCCOC(=O)/C=N/Nc1ccccc1	0.46
COC1(C2=NCCN2)COc2ccccc2O1 (stereo not drawn)	0.02
Cc1ccccc1N1C(=O)C2C(c3ccccc3)OC3(C(=O)c4ccccc4C3=O)C2C1=O (stereo not drawn)	0.04
COC(=O)/C(C#N)=C/c1ccc(C(F)(F)F)cc1	7.7
CCCCCCSc1nnc2c(n1)OC(C)N(C(C)=O)c1ccccc1-2 (stereo not drawn)	0.75
O=C(NCCO)C(=O)NCC1CCCO1 (stereo not drawn)	2.7
O=C(NNc1ccc(F)cc1)c1cc(OCC(F)(F)F)nc(OCC(F)(F)F)c1	2.6
CSc1nnc(SC)n1CCNC(=O)Nc1cccc(Cl)c1	-0.11
Cc1ccc(C(c2ccc(C)o2)c2ccc(C)o2)cc1	0.98
Cc1c(S(=O)(=O)c2ccc(Cl)cc2)csc1C(=O)N(C)c1nnc(C(F)(F)F)s1	-0.8
CC(=O)N1c2ccccc2NC2=C(C(=O)CC(c3ccc(C(C)(C)C)cc3)C2)C1c1cccnc1 (stereo not drawn)	-0.34
O=C(NCc1ccc2c(c1)OCO2)C(C(=O)c1ccc(F)cc1)n1ccccc1=O (stereo not drawn)	-1.3
COc1cccc(C(Nc2ccccn2)c2ccc3ccc(C)nc3c2O)c1OC (stereo not drawn)	0.22
CCOC(=O)CC(=O)CSc1nc2nc(C)cc(C)n2n1	0.39
CN(C)c1ccc(Nc2nc(-c3cccs3)cs2)cc1	-1
SMILES	Dicer inh
CNC(=O)N(C1=NCC(C)(C)S1)c1ccc(F)c(Cl)c1	0.06
FC(F)(F)c1cccnc1N1CCN(c2ncnc3nc[nH]c23)CC1	-1.9
O=C(Nc1cccc(C(F)(F)F)c1)Nc1csc(Cc2ccsc2)n1	-1.3
COC(=O)c1cccc(CS(C)(=O)=O)c1	0.54
O=C(NNc1ccccc1)c1cc(Cl)ccc1NC(=O)c1cccnc1Oc1ccccc1	0.19
COc1cccc(N2C(=O)CN=C2Nc2nc(C)cc(C)n2)c1	0.16
COc1ccc(C2CC(=O)C3=C(C2)Nc2ccccc2NC3c2cccnc2)cc1OC (stereo not drawn)	2.6
CCOC(=O)c1ccc(Oc2nc(C)cc(OC)n2)cc1	-1.4
CCOC(=O)C1=C(C)NC(SCC(=O)c2ccccc2)=C(C#N)C1CC(C)C (stereo not drawn)	-1.5
Cc1cc(S(=O)(=O)Nc2ccccc2C(=O)NCC2CC2)c(Cl)cc1Cl	0.91
O=c1[nH]c(/C=C/c2cccs2)c([N+](=O)[O-])c(=O)[nH]1	1.7
CC(=O)N[C@H]1[C@@H](OCc2ccccc2)O[C@@H]2COC(c3ccccc3)O[C@H]2[C@@H]1O[C@H](C)C(=O)O (stereo partly drawn)	-0.31
NC(=O)N/N=C1\CCCc2ccccc21	-0.65
CC1=C(C(=O)OC2CCCCC2)C(c2coc3ccc(C)cc3c2=O)C2=C(CCCC2=O)N1 (stereo not drawn)	3.2*
CCOC(=O)C1=C(C)N=C2SCC(=O)N2C1c1ccc(OC)cc1 (stereo not drawn)	0.93
COC(=O)C1=NNC2C(=O)N(c3ccccc3C)C(=O)C12 (stereo not drawn)	0.95
C=CCOc1ccc(C2c3c(oc4ccccc4c3=O)C(=O)N2Cc2ccc3c(c2)OCO3)cc1OC (stereo not drawn)	0.4
CCO[C@@H]1O[C@H](COC(C)=O)[C@@H](OC(C)=O)[C@H](OC(C)=O)[C@H]1OC(C)=O	-0.42
COC(=O)c1cnc(NNS(=O)(=O)c2ccc(C)cc2)nc1C(F)(F)F	0.59
CC(C)N(Cc1ccc(N(C)C)cc1)C(=S)Nc1ccc(F)cc1	0.57
Cc1cc2n(n1)C(c1ccc3c(c1)OCO3)Nc1c(C)cccc1-2 (stereo not drawn)	3.1*
COc1cccc2c1OC(CCSC)N1N=C(c3cc(C)ccc3O)CC21 (stereo not drawn)	-0.7
CCOC(=O)c1cc(C)nn1Cc1ccc(Cl)cc1	-0.67
CCOC(=O)c1c(NC(=S)N2CCOCC2)sc2c1CCCC2	-3.1
CC(=O)c1cc([N+](=O)[O-])c(SCCO)s1	0.5
COC(=O)C(C)Oc1ccc2c(c1)oc(=O)c1ccccc12 (stereo not drawn)	1.2
O=C(CSC1=NCCc2ccccc21)c1ccc(-c2ccccc2)cc1	-5.7
